Source: PubChem (National Center for Advancing Translational Sciences (NCATS))
USP2a inh – inhibitors of human ubiquitin-specific protease USP2a; Potency, µM (top dose mostly 38.3 µM), for inactives: top-dose activity change, negative = inhibition, most hits filed as inhibitors; O75604; USP2 core, Ub-CHOP2 coupled fluorogenic reporter, 485/531; actives 0.01% (n = 330,000);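 note: potency is the fitted concentration of half-maximal effect; plate controls were DMSO wells for no effect and full inhibition by NEM control for full effect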
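Deubiquitinase activity read as fluorescence (485/531 nm) after Ub-CHOP2 cleavage activates the enterokinase reporter on its substrate; USP2 core 10nM, Ub-CHOP2 and substrate 25nM each, 30min compound preincubation then 60min RT; data normalized to NEM, curves fitted.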
TSHR antag – blocks TSH signaling through the human TSH receptor. P16473. TSHR-expressing cells, TSH-stimulated cAMP HTRF, 2 h; hits give low values. activity change, negative = inhibition, % at 11.5 µM. actives 0.2% (n = 330,000). AID 504810;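 active = activity change below a set negative limit, meaning inhibition stronger than a set level, cut at about -70% in these data; inconclusive = activity change between two set negative limits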; note: % is set by controls: 0 for no effect and ±100 for the full control effect
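Cell-based HTRF cAMP assay; TSHR cells + compound, TSH EC80 (4nM final), 2 h, 37 deg C. Lysis with anti-cAMP cryptate and cAMP-d2, 30 min RT, read 665/620 nm.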
ELG1 repair inh – blocks ELG1-dependent DNA repair in HEK293T cells | HEK293T ELG1-luciferase reporter, luminescence, 16 h; DNA damage induced by 5-fluorouridine | Potency, µM (doses to about 46.1 µM), without a hit: top-dose activity change, negative = inhibition, hits mostly inhibitors | actives 2.3% (n = 330,000); note: potency is the fitted concentration of half-maximal effect; % is set by controls: 0 for no effect and ±100 for the full control effect; nearly all actives have a fitted effect of over 55% in size
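In this reporter screen, reduction of luminescence relative to DMSO vehicle indicated activity. Compounds and 5-fluorouridine were added together to 2,000 cells per well, incubated for 16 hr at 37 °C, then developed with ONE-Glo.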
Mito fusion act – inhibitors of mitochondrial division or activators of mitochondrial fusion. S. cerevisiae fusion-defective mutant growth rescue, CellTiterGlo 48 h. Potency, µM (titrated, usually from 46.1 µM), for inactives: top-dose growth rescue (activation), actives largely listed as activators. actives 0.23% (n = 320,000);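 note: potency is the fitted concentration of half-maximal effect; % of control where 0% means no effect; nearly all actives have a fitted effect of over 45% in size; temperature-sensitive fusion mutants such as fzo1-1 at 37 °C on non-fermentable ethanol glycerol medium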
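Luminescent cell viability in 1536-well qHTS format served as the measure of rescued growth in ts fusion-mutant S. cerevisiae cultured on non-fermentable YPEG for 48 hours at 37C.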
KCNH2 3.1 block – inhibitors of human KCNH2 3.1 potassium channel isoform | activity change, % (tested at about 1.8 µM) | AID 720553 | U2OS KCNH2 3.1, thallium flux FluxOr; hits give low values | actives 0.95% (n = 340,000);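 active = maximum activity change below -70%; inconclusive = maximum activity change from -70% to -50%; inactive = maximum activity change above -50%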;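 note: thallium influx rate constant from kinetic fluorescence after stimulation buffer; % is set by controls: 0 for no effect and ±100 for the full control effect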
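Thallium flux read-out: FluxOr dye with Red40 quencher in HBSS/HEPES, 45 min at RT. Rate constants from kinetic reads were normalized to positive and negative DMSO controls. Cells: U2OS virally expressing the 3.1 isoform.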
hERG WT inh – KCNH2 (human, wildtype) channel inhibition | U2OS, BacMam KCNH2, thallium flux FluxOr; hits give low values | activity change, % at 1.84 µM | actives 0.37% (n = 340,000) | AID 720551;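 active = maximum activity change below -70%; inconclusive = maximum activity change between -70% and -50%; inactive = maximum activity change above -50%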; note: % is set by controls: 0 for no effect and ±100 for the full control effect
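U2OS cells transduced with wild-type KCNH2 virus are loaded with FluxOr dye for 45 min, and thallium flux is measured in kinetic reads before and after stimulation buffer. Rate constants are normalized to DMSO controls.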
Eya2 phos inh – inhibitors of human Eya2 phosphatase activity. O00167. recombinant Eya2, OMFP fluorescence dephosphorylation (OMFP is methylfluorescein phosphate). Potency, µM (top dose mostly 76.9 µM), without a hit: at the top dose activity, negative = inhibition, actives largely listed as inhibitors. actives 0.006% (n = 330,000). AID 488837; note: potency is the fitted concentration of half-maximal effect; % is set by controls: 0 for no effect and ±100 for the full control effect
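Eya2 (0.2 uM) preincubated 10 min at ambient with compound, then OMFP substrate added at 50 uM; 10 min reaction in 50 mM HEPES pH 7.5, 50 mM NaCl, 5 uM MgCl2, 0.05% BSA, 1 mM DTT. Fluorescence read at Ex 485/Em 525 nm.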
TCR act – T cell receptor activation. primary human leukocytes, anti-CD3, IL-2 HTRF, 48 h. Potency, µM (series often up to 9.22 µM), inactives show at the top dose activation of IL-2 secretion, hits mostly activators. 330,000 tested, under 10 active. AID 504894; note: % of control where 0% means no effect
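TCR engagement came from a-CD3 beads alone, with compounds added to primary human leukocytes for 48 hr. Secreted IL-2 bridged europium cryptate- and d2-labelled anti-IL-2 antibodies, giving FRET emission at 665nm after 320nm excitation.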
A-T KAP1 phos – candidate therapy for ataxia-telangiectasia; […] A-T fibroblasts, KAP-1 phosphorylation AlphaLISA; neocarzinostatin DNA damage 30 min before lysis; AID 485349; actives 0.19% (n = 320,000); Potency, µM (series often up to 57.5 µM), for the others: at the highest dose activation, usual class: activators; note: potency is the fitted concentration of half-maximal effect; % of control where 0% means no effect; nearly all actives have a fitted effect of over 45% in size
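ATM-like activity read as KAP-1 phosphorylation via AlphaLISA donor/acceptor antibody pairs after lysis and 6 hr at 25C. Cells were ATM-null patient fibroblasts ([…], hTERT), dosed 60 min, then exposed to the DSB inducer NCS for 30 min.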
TRPV1 agonist – activates the human vanilloid receptor TRPV1; Q8NER1; TRPV1-expressing cells, Fluo-8 calcium influx, agonist mode; activation, % at 8.33 µM; actives 0.19% (n = 320,000); AID 540275; in the data active = activation above about 80%; inconclusive = between about 30% and that limit; note: 0% is about no effect
Target sequence (Q8NER1 whole entry, looked up): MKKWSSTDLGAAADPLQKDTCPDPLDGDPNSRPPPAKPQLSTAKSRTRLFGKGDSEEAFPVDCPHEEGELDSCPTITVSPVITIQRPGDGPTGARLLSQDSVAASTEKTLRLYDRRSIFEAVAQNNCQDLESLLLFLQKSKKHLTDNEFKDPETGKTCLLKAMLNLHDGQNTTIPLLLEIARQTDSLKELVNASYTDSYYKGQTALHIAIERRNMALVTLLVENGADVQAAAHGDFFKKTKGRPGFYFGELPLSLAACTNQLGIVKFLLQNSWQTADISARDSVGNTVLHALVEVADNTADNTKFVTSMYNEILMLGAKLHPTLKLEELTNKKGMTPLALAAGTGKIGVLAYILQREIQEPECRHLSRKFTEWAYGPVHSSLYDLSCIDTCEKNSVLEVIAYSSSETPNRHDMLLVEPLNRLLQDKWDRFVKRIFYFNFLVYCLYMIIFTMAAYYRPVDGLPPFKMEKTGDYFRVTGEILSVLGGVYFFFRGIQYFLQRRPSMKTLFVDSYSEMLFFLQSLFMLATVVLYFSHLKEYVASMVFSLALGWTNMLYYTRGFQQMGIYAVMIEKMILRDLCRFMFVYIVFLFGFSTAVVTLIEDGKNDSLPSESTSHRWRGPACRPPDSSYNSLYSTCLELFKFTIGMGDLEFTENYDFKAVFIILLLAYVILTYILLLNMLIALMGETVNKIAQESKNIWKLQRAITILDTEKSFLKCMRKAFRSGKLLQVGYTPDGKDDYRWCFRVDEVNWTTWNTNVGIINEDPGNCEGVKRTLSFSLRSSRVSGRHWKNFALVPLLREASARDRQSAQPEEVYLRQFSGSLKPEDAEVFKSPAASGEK
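Cells expressing TRPV1 were dye-loaded with Fluo-8 and read kinetically: 10 s baseline, 3 min after compound (agonist portion), then 2 min after EC20 capsaicin (allosteric enhancer portion). Calcium-bound dye fluorescence at 480/520 nm.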
The depositor's hits bear a star; u = inconclusive; x = no result given; [ ] = remark or other dose. Unless noted, calls come from the whole dose curve; as a rule, active = well fitted curve in the direction sought with a large enough effect; inconclusive = small, poorly fitted or top-dose-only effect, or another doubt; inactive = no such curve, though single readings can be large; an effect the other way counts as inactive or inconclusive. Only part of the results is shown; the hit share may differ from the screen's.

SMILES	USP2a inh	TSHR antag	ELG1 repair inh	Mito fusion act	KCNH2 3.1 block	hERG WT inh	Eya2 phos inh	TCR act	A-T KAP1 phos	TRPV1 agonist
CC(NC(=O)COC(=O)c1ccc2c(=O)n3c(nc2c1)CCCCC3)c1ccccc1 (centres undefined)	0%	-11	11%	8%	-4	11	-9%	6%	3%	0
O=C(COc1ccccc1)Nc1ccc(N2CCN(C(=O)c3cccs3)CC2)cc1	0%	-11	u	-8%	5	-5	-3%	12%	-5%[11.5 µM]	0
O=C(NNC(=O)c1nn(-c2ccc(F)cc2)ccc1=O)c1ccccc1Cl	0%	5	-22%	4%	-21	-11	u	-253%	-13%	2
O=C(Cc1cccc(F)c1)Nc1ccc2c(c1)CCC2	-1%	0	u	-5%	17	-5	8%	-1%	-1%	u
COC(=O)CC1COc2ccccc2N1C(=O)c1ccc(C(C)(C)C)cc1 (centres undefined)	-1%	-7	-8%	10%	8	-9	-6%	-3%	0%	26
O=C(COC(=O)c1ccc([N+](=O)[O-])cc1)NC12CC3CC(CC(C3)C1)C2	4%	-9	0%	x	-12	9	5%	-2%	0%	x
CCOC(=O)C1CCN(C(=O)C2(NC(=O)Nc3cccc(F)c3)CCCCC2)CC1	2%	13	13%	2%	6	-2	3%	-8%	1%	5
COc1cc(NC(=O)c2ccc(Br)o2)ccc1NC(=O)c1ccccc1Cl	3%	7	u	u	-5	20	-2%	16%	-1%	u
Cc1ccc2c(c1)N(C(=O)CCC(=O)NCCCN1CCN(C)CC1)CCO2	2%	22	2%	1%	-22	-5	11%	-47%	-1%	-3
CC(C)(C)c1ncc(S(=O)(=O)c2ccc(C(F)(F)F)cn2)c(N)n1	1%	-8	7%	0%	-1	1	23%	-2%	-3%	22
Cc1ccc2c(c1)SC1=NC(c3ccccc3)(C(F)(F)F)NC(=O)N12 (centres undefined)	0%	7	u	-2%	x	x	-1%	x	0%	7
COc1ccc(CC(=O)NC2CCN(Cc3nnnn3C(C)(C)C)CC2)cc1OC	1%	4	6%	-1%	18	5	-4%	1%	2%	6
COc1ccc(CN(C(=O)c2cc3ccccc3oc2=O)C2CCCCC2)cc1OC	-6%	47	u	6%	1	-4	3%	1%[46.1 µM]	3%	3
CSc1nnc2c(n1)c(C)nn2-c1cccc(C)c1	0%	-24	u	0%	3	6	-17%	2%[46.1 µM]	-2%	-5
NC(=O)CC(NC(=O)Cc1cccc2ccccc12)c1ccc(NC2CCN(Cc3ccccc3)CC2)c([N+](=O)[O-])c1 (centres undefined)	0%	-3	-8%	-1%	-18	-22	-7%	0%	12%	-3
CCOC(=O)CN1C(=O)S/C(=C/c2cc(C)n(-c3ccccn3)c2C)C1=O	1%	-9	u	0%	11	-4	7%	5%	1%	8
Cc1onc(-c2ccccc2)c1C(=O)N/N=C/c1ccc(O)c([N+](=O)[O-])c1	2%	-16	-5%	1%	x	-6	-1%	1%	-3%	3
CCOc1cc(/C=C2/C(=O)ON=C2C)ccc1O	5%	-6	-2%	-14%	7	3	-14%	6%	0%	-3
CCOC(=O)c1c(NC(=O)COc2ccccc2C#N)sc2c1CC(C)(C)NC2(C)C	3%	-11	u	1%	-4	-6	2%	8%	-2%	2
CN(C)c1nc(-c2ccccc2)ns1	1%	-1	u	-2%	-8	-2	2%	4%	-5%	5
Cc1ccc(S(=O)(=O)n2cnc3ccccc32)cc1[N+](=O)[O-]	-5%	2	19%	10%	-3	5	0%	3%	3%	-6
Cc1ccc(NC(=O)NC(=O)CN2CCN(c3ccc(O)cc3)CC2)c(C)c1	4%	5	u	16%	10	1	-1%	2%	-1%	-3
Cn1c(=O)c2c(nc(N/N=C/c3ccco3)n2C)n(C)c1=O	-7%	-3	0%	1%	2	-4	3%	-1%	-7%	-2
N#CCN1CCC/C1=C\[N+](=O)[O-]	0%	15	0%	0%	8	8	12%	8%	x	4
COCCCNC(=O)CCc1nnc(Cc2ccc(-c3ccccc3)cc2)o1	1%	0	12%	2%	6	0	-9%	-4%	2%	-1

The results go on:
SMILES	USP2a inh	TSHR antag	ELG1 repair inh	Mito fusion act	KCNH2 3.1 block	hERG WT inh	Eya2 phos inh	TCR act	A-T KAP1 phos	TRPV1 agonist
O=S(=O)(Nc1nc(-c2ccccc2)cs1)c1cc(Cl)ccc1Cl	1%	-14	0%	11%	-3	-5	10%	-5%	6%	0
Cc1ccc(C)c(NC(=S)N/N=C2/CCCCc3ccccc32)c1	-4%	-10	-12%	u	-5	38	-14%	-2%[46.1 µM]	-14%	7
COc1cccc(CN2C(=O)C3CCCN3c3ccc(S(=O)(=O)N4CCOCC4)cc32)c1 (centres undefined)	1%	3	-12%	-1%	x	x	-3%	x	-4%	0
O=S(=O)(c1ccc(-c2csc(-c3cccnc3)n2)cc1)N1CCOCC1	-2%	-6	u	-2%	17	-5	8%	4%	4%	2
OC(CN1CCC(Cc2ccccc2)CC1)C(F)(F)F (centres undefined)	1%	10	5%	-11%	-22	-9	-7%	-2%	4%	6
CCN(CC(=O)NCc1ccc(Cl)cc1)S(=O)(=O)c1ccc(F)cc1	5%	-12	-4%	16%	7	0	9%	3%	26%	27
O=C(NCc1ccccn1)c1ccc(Cl)c(S(=O)(=O)N2CCCCCC2)c1	3%	22	-18%	1%	-3	0	7%	-1%	0%	u
COC(=O)c1ccc(C(=O)OC)c(NC(=S)N2CCN(C)CC2)c1	1%	2	5%	7%	-7	-11	-8%	-6%	0%	1
Cc1c(C(=O)O)c(C(=O)O)nc2ccc(N3CCOCC3)cc12	3%	8	12%	0%	x	x	-3%	x	-1%	-1
COc1cc(C(=O)Nc2ccccc2N2CCOCC2)ccc1OCc1c(C)noc1C	0%	1	u	9%	4	6	-3%	-2%[46.1 µM]	1%	3
O=C(NCCc1csc(-c2cccnc2)n1)c1c(F)cccc1F	1%	-28	0%	10%	-1	8	-3%	4%	40µM*	2
O=C(CC1SC2=NCCN2C1=O)Nc1ccc(Br)cc1 (centres undefined)	2%	-2	5%	-3%	0	-11	-11%	-4%[46.1 µM]	5%	-1
NC(=O)CSc1nc2ccccc2n1-c1ccccc1	0%	-12	0%	8%	-2	-12	0%	-3%[46.1 µM]	1%	0
O=C(NC1CCCCC1)C(c1cccs1)N(CC1CCCO1)C(=O)c1csnn1 (centres undefined)	1%	17	0%	-7%	4	14	9%	-12%	-5%	-2
Cc1ccccc1C(=O)Oc1ccc2ccc(O)cc2c1	-14%	58	u	5%	4	-3	-9%	0%	9%	13
CCC(C)(C)C1CCC2(CC1)NC(=O)N(CC(=O)N1CCN(C(=O)c3ccco3)CC1)C2=O (centres undefined)	1%	-3	-9%	-5%	-2	3	1%	1%	-7%	1
O=C(NCc1ccccn1)c1cccc([N+](=O)[O-])c1	2%	-6	13%	-1%	-10	2	10%	6%	-5%	3
COc1ccc(C(C#N)N2CCCCCC2)cc1OC (centres undefined)	5%	-4	0%	10%	-9	1	-5%	-5%	8%	0
C[C@H](CO)N1C[C@H](C)[C@@H](CN(C)Cc2ccc(-c3ccccc3)cc2)Oc2c(NS(=O)(=O)c3ccccc3)cccc2C1=O	-7%	-17	-2%	x	-9	4	-42%	1%	-5%	x
COCCCNC(=S)Nc1ccc(C)cc1	0%	1	13%	-3%	18	-4	8%	2%	-4%	2
Cc1ccc(C)c(CN2CCC(CNC(=O)Nc3ccc(C)c(C)c3)CC2)c1	-1%	0	-12%	-12%	u	11	u	7%	-2%	3
COc1ccc(-c2noc(CSc3nnc(Cc4ccccc4)n3-c3ccc(Cl)cc3)n2)cc1	u	0	u	15%	-8	-4	-15%	5%	x	0
Cc1nn(C)c(C)c1CN(C(=O)CCc1nnc(Cc2c[nH]c3ccccc23)o1)C(C)C	-2%	-12	-6%	1%	23	0	1%	-8%	1%	1
CCN(CC)CCN(C(=O)c1cc2c(ccc3ccccc32)oc1=O)c1nc2cc3c(cc2s1)OCCO3	0%	-25	u	2%	9	4	-3%	-7%	-2%	-9
CCOC(=O)C(C)Sc1nnc(-c2ccccc2O)n1Cc1ccccc1 (centres undefined)	-5%	0	-2%	8%	-4	0	-3%	-2%	-7%	13
O=C(N/N=C/c1ccc(OC(=O)c2ccccc2)cc1)c1cccnc1	2%	11	11%	-2%	-14	15	3%	0%	5%	0

Quoted at random: 3 records from the list.
SMILES	USP2a inh	TSHR antag	ELG1 repair inh	Mito fusion act	KCNH2 3.1 block	hERG WT inh	Eya2 phos inh	TCR act	A-T KAP1 phos	TRPV1 agonist
C[C@H](CO)N1C[C@H](C)[C@@H](CN(C)Cc2ccc(-c3ccccc3)cc2)Oc2c(NS(=O)(=O)c3ccccc3)cccc2C1=O	-7%	-17	-2%	x	-9	4	-42%	1%	-5%	x
COCCCNC(=S)Nc1ccc(C)cc1	0%	1	13%	-3%	18	-4	8%	2%	-4%	2
O=C(CC1SC2=NCCN2C1=O)Nc1ccc(Br)cc1 (centres undefined)	2%	-2	5%	-3%	0	-11	-11%	-4%[46.1 µM]	5%	-1
